GAA inh = alpha-glucosidase (human) inhibition; P10253; purified human GAA, 4-MU-alpha-glucoside fluorescence; Potency, µM (series often up to 76.9 µM), without a hit: top-dose activity change, negative = inhibition, actives largely listed as inhibitors; 200,000 compounds, 0.005% hits; AID 1466;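 also: plate controls were uninhibited enzyme wells for no effect and no-enzyme background for full effect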
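Fluorogenic assay: 4 nM human alpha-glucosidase with 400 uM 4-methylumbelliferyl-alpha-D-pyranoside in 50 mM citrate/phosphate, 0.005% Tween-20, pH 5.0, 20 min at room temperature. Compounds tested up to 77 uM; AC50 from Hill fits.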
IMPase Li cell = membrane-permeable IMPase blocker, potentiated with lithium | CHO-M1 cells, IP1 TR-FRET (IP-One), carbachol + lithium | Potency, µM (top dose mostly 59.4 µM), inactives show at the top dose activity, negative = IMPase inhibition, actives largely listed as inhibitors | 210,000 compounds, 0.35% hits;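 also: IP1 builds up when IMPase is blocked and the TR-FRET signal falls; plate controls were basal vehicle for no effect and high inhibitor control for full effect; nearly all actives have a fitted effect of over 50% in size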
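CHO-M1, 2000 cells/well, 16–30 h culture; cpd + low Li+, 30 min 37C; lysis with d2-IP1/Eu-anti-IP1 Ab, 10 min RT; TR-FRET 665/620 ratio and 620 channel; AC50 via Hill.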
HttQ103 aggreg = reduces HttQ103-GFP aggregates in PC12 cells. PC12 HttQ103-GFP aggregates, Acumen cytometry, 40 h. Potency, µM (titrated, usually from 46.1 µM), inactives show top-dose activity change, negative = inhibition, hits mostly inhibitors. 220,000 compounds, 1.1% hits; also: % is scaled to controls: 0 for no effect and ±100 for the full control effect; nearly all actives have a fitted effect of over 60% in size
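Steps: seed 1500 PC12 HTTQ103-GFP cells/well; add tebufenozide, 100 nM final; add compound titration; add ATPLite reagent; quantify GFP aggregates by laser scanning cytometry.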
RGS12 GoLoco inh = inhibitors of human Gai1-RGS12 GoLoco interaction (red fluorophore); 230,000 compounds, 0.44% hits; P63096; Potency, µM (series often up to 61.6 µM), without a hit: at the top dose activity, negative = inhibition, actives largely listed as inhibitors; Gai1:RGS12 GoLoco peptide FP, rhodamine, 10 min; AID 880; active = well fitted inhibition curve with a large enough effect, not every such curve was filed as active; inactive = no such curve, though single readings can be large or run the other way; also: % is scaled to controls: 0 for no effect and ±100 for the full control effect; nearly all actives have a fitted effect of over 30% in size; many of its hits are not listed in these tables
Target sequence (P63096 whole entry, looked up): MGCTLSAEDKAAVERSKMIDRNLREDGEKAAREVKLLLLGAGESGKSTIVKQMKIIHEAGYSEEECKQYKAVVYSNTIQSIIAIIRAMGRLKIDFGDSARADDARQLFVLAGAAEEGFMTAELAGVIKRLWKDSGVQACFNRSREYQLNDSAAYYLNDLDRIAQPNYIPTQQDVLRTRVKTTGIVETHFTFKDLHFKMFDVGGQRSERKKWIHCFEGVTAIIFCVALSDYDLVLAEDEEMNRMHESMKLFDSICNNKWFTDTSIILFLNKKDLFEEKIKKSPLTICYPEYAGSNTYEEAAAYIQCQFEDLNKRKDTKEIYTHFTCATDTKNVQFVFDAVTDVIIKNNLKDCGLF
HTT ATP protect = Huntington cell model cytoprotection by ATP luminescence; PC12 HTT-Q103 induced, cytoprotection, ATP luminescence, 40 h; Potency, µM (series often up to 56.4 µM), for the others: cytoprotection (ATP increase), usual class: activators; 230,000 compounds, 0.14% hits;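 also: % of control where 0% means no effect; nearly all actives have a fitted effect of over 45% in size; toxic huntingtin expression switched on by the ecdysone agonist tebufenozide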
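Compounds added alongside 100 nM tebufenozide, which induces toxic Q103 huntingtin exon 1-GFP in stable PC12 cells; surviving cells quantified by luminescent ATP measurement. Medium: phenol red-free DMEM, 5% equine and 5% calf serum.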
GAA spleen mod = inhibitors or activators of human alpha-glucosidase in spleen homogenate. Potency, µM (top dose mostly 79.9 µM), for inactives: top-dose activity change, negative = inhibition, usual class: inhibitors. 240,000 compounds, 0.006% hits. P10253. human spleen homogenate, 4-MU-alpha-glucoside fluorescence;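 also: 0% = enzyme with vehicle and -100% = no enzyme basal signal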
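Human spleen homogenate (1 ug) with 4-methylumbelliferyl-alpha-D-glucopyranoside (1 mM final) in 50 mM citrate/phosphate pH 5.0, 0.01% Tween-20; 40 min at 37 C. Stopped at pH 10; 4-MU fluorescence Ex 365/Em 440 nm; AC50 by Hill fit.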
GAA glycogen = alters human alpha-glucosidase cleavage of glycogen; recombinant GAA, glycogen substrate, Amplex Red glucose oxidase fluorescence; Potency, µM (titrated, usually from 76.4 µM), without a hit: top-dose activity change, negative = inhibition, usual class: inhibitors; 300,000 compounds, 0.38% hits;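 also: 0% = full enzyme reaction and -100% = no-enzyme basal signal; the screen sought inhibitors and activators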
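Natural-substrate format: glycogen cleavage by 4 nM human enzyme, glucose read by Amplex Red coupling (Ex 573, Em 610 nm). Normalized to enzyme and no-enzyme controls.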
* hit, by the source's call; u = inconclusive; x = no result given; [ ] = dose if it differs, or a comment. Unless noted, calls follow the shape of the dose curve; as a rule, active = well fitted curve in the direction sought with a large enough effect; inconclusive = small, poorly fitted or top-dose-only effect, or another doubt; inactive = no such curve, though single readings can be large; an effect the other way counts as inactive or inconclusive. Potency is read from the fitted curve at half-maximal effect. An excerpt, so the mix of outcomes need not match the whole.

Every second line gives: GAA inh | IMPase Li cell | HttQ103 aggreg | RGS12 GoLoco inh | HTT ATP protect | GAA spleen mod | GAA glycogen
> COc1ccc(N2CCN(c3nc4c(c(=O)n(C)c(=O)n4C)n3CCCc3ccccc3)CC2)cc1
    9.0% | -10.5%[38.3 µM] | 4.4% | -0.7% | -3.9% | 5.2% | 9.2%
> CCNC(=S)Nc1cccc([N+](=O)[O-])c1
    2.3% | 4.3% | -0.7% | 2.1% | 17.2%[10 µM] | 1.3% | 0.1%
> COc1ccc(C(=O)[C@H]2[C@H]3C(=O)N(c4ccc(C)cc4)C(=O)[C@H]3C3C=CC=NN32)cc1 (stereo partly drawn)
    x | x | -8.8%[9.22 µM] | 50.7%[activator] | 32.3%[10 µM] | -4.3% | -3.5%
> CCC(=O)NC(C)c1nc2ccccc2n1C (stereo not drawn)
    5.1% | 15.4%[38.3 µM] | -6.7% | -0.5% | 19.9%[1.9 µM] | -9.2% | -1.3%
> Cc1cccc2cc(CN(CC3CCCO3)C(=S)NCc3ccco3)c(=O)[nH]c12 (stereo not drawn)
    6.3% | -1.1% | -9.6% | 0.0% | 0.5%[10 µM] | -13.4% | -5.4%
> Cn1c(=O)c2c(nc(N3CCCCC3)n2CCNC2=NCCC2)n(C)c1=O
    8.3% | 17.8%[38.3 µM] | -2.3% | -4.4% | 18.1%[10 µM] | -0.9% | 1.3%
> c1cc2c3c(cccc3c1)C(N1CCCCC1)=N2
    3.9% | x | 15.4% | x | -3.4%[10 µM] | -1.7% | -5.8%
> COc1ccc(CCNC(=O)Cn2c(=O)n(-c3ccc(F)cc3)c(=O)c3sccc32)cc1OC
    9.8% | -11.4% | 20.1% | 75.4%[activator] | 4.4% | -8.3% | 7.0%
> CCOC(=O)C1CCN(CC(O)COc2ccc(C(C)(C)CC)cc2)CC1 (stereo not drawn)
    -7.6% | 20.4%[38.3 µM] | -2.1% | 8.1% | 7.4% | -3.7% | 0.9%
> Cc1nnc(SCC(=O)c2ccc(Cl)cc2)n(N)c1=O
    u | 4.3% | 6.8%[9.22 µM] | 5.6% | -0.2% | -3.2% | 14.2%
> Cc1nc(=O)c(-c2ccccc2)c(C)n1Cc1ccccc1
    -6.1% | -6.2%[38.3 µM] | -10.6% | -3.9% | -17.5% | 4.4% | -10.6%
> COC(=O)c1[nH]c(C)c(/C(O)=C2\C(=O)C(=O)N(CCN(C)C)C2c2ccc(C)o2)c1C (stereo not drawn)
    2.8% | -14.9%[38.3 µM] | 12.2% | -0.5% | -13.7% | 0.8% | 4.1%
> O=C(CCOc1ccc(F)cc1)Nc1nccs1
    -1.3% | x | 3.9%[9.22 µM] | 7.7% | 4.4%[10 µM] | 3.3% | -11.3%
> COc1ccc(C2c3ccc(O)cc3Oc3ncn(CC(C)C)c(=N)c32)cc1 (stereo not drawn)
    x | x | -1.6%[9.22 µM] | -0.5% | -11.9%[10 µM] | 2.6% | 2.9%
> CCNC(=O)C/C(C)=N/NC(=O)C1CCCCC1
    -1.2% | 0.9% | 11.8% | 2.9% | 3.3%[10 µM] | 1.3% | 8.5%
> CNC(=S)Nc1cccc(S(=O)(=O)NC2=NCCC2)c1
    -8.3% | -5.9% | -17.8% | 4.7% | -0.1% | 7.8% | 1.2%
> C=CCOC(=O)Nc1ccc(Cl)cc1NC(=O)OCC=C
    -10.1% | 29.7%[38.3 µM] | -6.0% | -12.3% | -5.3%[0.074 µM] | -9.7% | -2.6%
> O=C(CN1C(=O)S/C(=C\C=C\c2ccccc2)C1=O)Nc1cccc(O)c1
    -2.7% | 13.6% | u | 71.3%[activator] | -16.6%[10 µM] | -14.6% | -6.8%
> Cc1nn(C)c(C)c1S(=O)(=O)NCc1cccs1
    0.2% | -13.0%[38.3 µM] | 6.3% | 5.6% | -17.3%[0.074 µM] | -3.5% | 8.9%
> CC(C)Cc1csc(NC(=O)c2ccc(F)cc2)c1C(=O)O
    1.9% | -1.8% | u | -4.9% | -73.4%[inhibitor][10 µM] | -3.4% | 8.8%
> NC(=O)NOCc1cccc(Cl)c1
    6.0% | 0.2% | 1.1%[9.22 µM] | 0.6% | -6.9%[1.9 µM] | -6.3% | -5.8%
> O=C(O)c1c2c(nc3ccc(F)cc13)CCC2
    0.6% | -4.6% | 5.3% | 6.5% | -7.2%[1.9 µM] | -6.8% | 1.5%
> COc1ccc(C(=O)COC(=O)C2CCC(=O)N2)cc1 (stereo not drawn)
    -1.6% | -0.1% | 21.4% | 1.7% | -19.9% | -15.4% | 4.8%
> O=C(CC(c1ccccc1)c1ccccc1)N1CCN(c2ccccn2)CC1
    -1.8% | 1.0% | -4.0%[9.22 µM] | 4.0% | 12.0%[10 µM] | 1.7% | 0.0%
> Cc1[nH]c2ccccc2c1/C=N/Nc1cccc(C(=O)O)c1
    x | x | 5.4%[9.22 µM] | 22.7% | -0.5%[10 µM] | 6.6% | u
> CCCN1CCC(NC(=S)Nc2ccc([N+](=O)[O-])cc2)CC1
    -3.6% | 12.3% | 9.0% | -10.4% | -24.8% | -2.5% | -7.4%
> CC1(C)OC(=O)C(=CNc2ccccc2)C(=O)O1
    -8.2% | -12.7%[38.3 µM] | -2.4% | 4.6% | -16.3%[0.074 µM] | -13.0% | 3.6%
> O=C1c2cccnc2Oc2ccc(Cl)cc2N1Cc1ccc(F)cc1
    -1.1% | 8.6% | 6.8% | -7.0% | 26.0%[10 µM] | 3.6% | -3.6%
> NC(=O)c1ncc(C(F)(F)F)cc1Oc1cccc(F)c1
    0.7% | -2.1%[38.3 µM] | -10.1% | 5.4% | -0.8%[10 µM] | 1.0% | 3.2%
> Clc1ccc(-c2nnc3c4ccccc4nc(N4CCOCC4)n23)cc1Cl
    -4.0% | 3.5%[38.3 µM] | -0.6% | 2.1% | -22.1% | 3.2% | 6.8%
> N#CCCn1cc(/C=C2\NC(=S)N(c3ccccc3)C2=O)c(-c2ccc(F)cc2)n1
    11.6% | 6.5% | -4.6%[9.22 µM] | 4.8% | -63.0%[inhibitor][1.9 µM] | -1.6% | -2.4%
> O=C(Nc1ccccc1N1CCOCC1)c1ccc2nc[nH]c2c1
    -0.4% | 4.6% | u | 8.1% | -41.3%[inhibitor] | -1.3% | 1.8%
> COc1ccc(-n2c(SCC(=O)NCc3cccs3)nc3[nH]ncc3c2=O)cc1
    1.8% | -4.1% | -21.7% | -3.7% | u | 6.1% | -19.8%
> Cc1ccc2sc(NC(=O)CN3C(=O)CCC3=O)nc2c1C
    -5.9% | 10.6%[38.3 µM] | -10.8% | 13.9% | 17.9% | 0.3% | -22.6%
> CCOC(=O)/C(=C/c1ccc(F)cc1)NC(C)=O
    2.2% | 3.8% | 1.7% | 3.3% | -18.3%[10 µM] | -2.0% | 15.0%
> COCCn1c(SCC#N)nnc1-c1ccccc1
    -7.6% | 21.0%[38.3 µM] | 12.2% | 2.0% | -4.2%[10 µM] | 8.5% | -11.2%
> O=C(O)c1ccc(S(=O)(=O)c2ccccc2)cc1
    -17.8% | 15.6%[38.3 µM] | -4.2% | 6.1% | -2.9%[0.074 µM] | -5.2% | -0.9%
> Cc1nn(-c2cc(C(F)(F)F)ccn2)c(=O)o1
    2.1% | x | 13.1%[9.22 µM] | -2.7% | 4.8%[10 µM] | 0.8% | -0.7%
> O=C(Nc1cnc2ccccc2c1)N1CCOCC1
    -2.0% | 4.2%[38.3 µM] | 10.1% | 3.7% | -2.3% | 4.6% | -4.6%
> COc1ccc(NC(=O)c2ccccc2C)c(OC)c1
    -4.6% | 31.5%[activator][38.3 µM] | 12.1% | -3.0% | -7.5% | 8.2% | -23.2%
> C=CCSc1nc(C)c(CCCC)c(=O)[nH]1
    7.3% | -7.8% | 15.2%[9.22 µM] | 7.0% | 19.4%[10 µM] | 3.8% | -1.3%
> COc1ccc(OC)c(C(C(=O)NCc2ccco2)N(C(=O)Cn2nnc3ccccc32)C2CC2)c1 (stereo not drawn)
    -6.9% | x | 2.8% | x | -12.0%[10 µM] | 2.9% | -2.9%
> C[C@@H]1/C(=N/O)CC2C[C@@H]1C2(C)C
    x | 1.5% | x | 3.8% | x | 1.1% | x
> CC(C)(C)c1ccc(N=C2SCC(=O)N2Cc2cccs2)cc1
    -12.3% | x | 9.9%[9.22 µM] | 3.6% | 5.3%[10 µM] | -3.0% | -4.4%
> COc1cc2[nH]c(=O)n(CCCCCC(=O)NCCc3c[nH]c4ccccc34)c(=O)c2cc1OC
    1.2% | 29.5%[38.3 µM] | 6.1% | -33.0% | 2.5% | -11.2% | 2.0%
> NC(=O)CN1CCN(S(=O)(=O)c2ccc(Br)cc2)CC1
    -8.5% | -6.9% | -3.4% | -0.5% | -17.1% | 2.5% | -7.9%
> CCOC(=O)NNc1cc(C(F)(F)F)ccn1
    -7.1%[15.4 µM] | x | 1.9%[9.22 µM] | -25.4% | -5.9%[10 µM] | -0.7% | u
> Cn1c(=O)c2c(nc(N/N=C/c3ccncc3)n2Cc2ccccc2)n(C)c1=O
    x | x | 0.0%[9.22 µM] | 0.3% | -3.6%[10 µM] | 0.9% | u
> CCN1CCN(c2ncnc3c2cnn3-c2ccc(C)cc2C)CC1
    x | x | -12.1%[9.22 µM] | 5.2% | 2.2%[10 µM] | -11.6% | 4.9%
> Cc1onc(-c2ccccc2)c1CNS(=O)(=O)c1cccc(Cl)c1
    -2.3%[15.4 µM] | x | -0.6%[9.22 µM] | 1.8% | -0.5%[10 µM] | 11.7% | -7.8%
> CCCCCCc1cc2cc(C(N)=O)c(=N)oc2cc1O
    u | 3.2%[38.3 µM] | u | 81.6%[activator] | -11.1% | 6.5% | 11.2%
> Clc1ccc(-c2csc(N/N=C\c3cccnc3)n2)cc1
    -13.5% | 6.5% | -21.0% | 3.9% | 0.3%[10 µM] | -0.3% | -1.3%
> O=C(O)C1C2C=CC(O2)C1C(=O)Nc1ccc(S(=O)(=O)Nc2ccccc2)cc1 (stereo not drawn)
    -9.1% | 15.5%[38.3 µM] | 15.2% | -25.3% | -5.8%[10 µM] | -10.3% | 2.7%
> Cn1c(-[n+]2c(-c3ccccc3)cc(-c3ccccc3)cc2-c2ccccc2)nc2cc([N+](=O)[O-])ccc21
    -13.3% | x | u | x | -9.5%[10 µM] | -4.2% | -12.7%
> COC(=O)c1sc(NC(=O)CSc2n[nH]c(N)n2)c(C(=O)OC)c1C
    -5.8% | 2.0% | u | 5.6% | -22.0% | 6.2% | 2.3%
> C=CCNC(=O)/C(=C/c1cccc([N+](=O)[O-])c1)NC(=O)c1ccccc1
    -8.6% | -0.1% | 14.8% | 2.1% | 4.8%[10 µM] | 1.1% | 0.9%
> CCn1nnnc1SCC(=O)c1ccc(C)cc1
    2.7% | 11.2% | -10.7% | 6.8% | -4.7%[1.9 µM] | -11.0% | -1.0%

Bioassay records from PubChem BioAssay.
